# Myeloid diff MLP: compounds promoting myeloid differentiation; ER-HoxA9 myeloid progenitors, lysozyme-GFP differentiation, flow cytometry; calls only at 10 µM; 360,000 tested, 1% active; AID 624256;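 active means normalized GFP-positive differentiation at or above the plate's own cutoff, the solvent-only control mean plus 3 SD; inconclusive means no clear call, values can overlap the other calls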;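 further: cells exposed to compound for four days before flow analysis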
# UTI89 phage lysis: inhibition of K1F phage lysis, E. coli UTI89, bacterial capsule biogenesis inhibitors, alamar blue (AID 488966); E. coli UTI89 K1F phage lysis, alamar blue, 2 h; higher % means a stronger effect; 340,000 tested, 0.02% active; one-dose inhibition, % at 100 µM; IC50 in µM for titrated hits;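 active means phage lysis inhibition, versus mean bacterial control, above a set limit; inconclusive means no clear call, values can overlap the other calls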;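 further: capsule biogenesis inhibitors block K1F phage lysis so surviving cells raise fluorescence; higher fluorescence means more inhibition of phage lysis; actives were called in the ten point dose series up to 300 µM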
# Hep lipid drop: hepatic lipid droplet formation modulation; 240,000 tested, 0.4% active; AID 1656; inhibition, % at 6.5 µM; AML12 mouse hepatocytes, oleate lipid droplets, BODIPY imaging;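 active means lipid droplet intensity inhibited by at least 50%, with more than 500 cells counted; inconclusive means wells with under 300 cells, treated as cytotoxic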
#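 System: AML12 hepatocytes (mouse). Probe or stimulus: oleic acid at 100 µM to induce lipid droplet formation. Times: overnight treatment with compound plus oleate. Detection: Image-based BODIPY and DAPI two-channel analysis. Evaluation: percent inhibition of filter-corrected integrated lipid droplet intensity per well.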
# Hep lipid drop cells 6.5 µM: second read-out of Hep lipid drop, no call of its own (marks repeat the call); cell count; measured here: cell count, cytotoxicity flag;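 cells counted across two imaged fields per well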
# Myeloid diff MLP GFP+ MAC1+ %: further read-out of Myeloid diff MLP, marked with its call; GFP+ MAC1+ double positive, %; measured here: differentiation confirmed by MAC1 staining
# The depositor's hits bear a star; i = inactive; u = inconclusive; x = no result given; + = active, no number; [ ] = dose if it differs, or a comment. Not all compounds are listed; the hit share may differ from the screen's.
# Results follow in this order: Myeloid diff MLP	Myeloid diff MLP GFP+ MAC1+ %	UTI89 phage lysis	Hep lipid drop	Hep lipid drop cells 6.5 µM
CCN(CC(=O)NCc1cccs1)C(=O)c1cccc(S(=O)(=O)Nc2ccccc2OC)c1
  i	0.0	1.1%[50 µM]	-4.5	678
O=C(c1ccc2oc(CCc3ccccc3)nc2c1)N1CC[C@H](O)C1
  u	x	0.5%	5.4	718
O=Cc1ccc(OCCOc2ccc([N+](=O)[O-])cc2)cc1
  i	0.8	0.0%	-15.6	791
COc1ccc(CN2CCNC(=O)C2CC(=O)NC2CCCCCC2)c(F)c1 (stereo unspecified)
  i	2.0	-0.5%[50 µM]	0.7	813
Cc1nc(NC(=O)CN2CCOCC2)sc1C(=O)N(C)C
  i	0.4	0.3%	-0.1	881
Cc1csc(=O)n1CC(=O)OCC(=O)NNC(=O)c1ccccc1
  i	0.8	0.2%[50 µM]	9.5	842
O=C(CCCCC(=O)Nc1ccccc1Cl)Nc1ccccc1Cl
  i	0.9	0.0%	-14.1	399
Cc1sc2ncn(CC(=O)N3CCN(c4ccccc4)CC3)c(=O)c2c1S(=O)(=O)N1CCOCC1
  i	3.2	0.0%	-14.2	749
COc1cc(/C=N/n2c(C)nc3ccccc3c2=O)ccc1O
  i	0.8	-0.1%	8.1	825
O=C(O)c1ccccc1-c1ccc(/C=C2\SC(=O)N(c3ccccc3)C2=O)o1
  i	0.6	-1.0%	2.6	823
CCn1cc([N+](=O)[O-])c(C(=O)N2CCCCCC2)n1
  i	0.0	0.0%	9.8	609
COc1cccc(NC(=O)COC(=O)CCCC2=NS(=O)(=O)c3ccccc3N2)c1
  i	7.8	0.0%	31.1	755
Cc1ccc(C)c(N2CCN(C(=O)CCCCCn3c(=S)[nH]c4ccc(N5CCOCC5)cc4c3=O)CC2)c1
  u	x	0.2%	-13.3	584
COC(=O)c1ccccc1NC(=O)CCCCCn1nnc2ccccc2c1=O
  i	0.5	0.0%	-14.7	892
CN(CC(=O)NC1CCCCC1)S(=O)(=O)c1ccc2c(c1)c(=O)n(C)c(=O)n2C
  i	3.4	6.0%	0.1	739
CC1CN(C(=S)Nc2ccccc2F)CC(C)O1 (stereo unspecified)
  i	0.3	0.2%	12.7	824
CC(C#N)Sc1nnc(-c2ccccc2F)n1C1CC1 (stereo unspecified)
  i	0.5	0.7%	-1.1	716
O=C(CN(C(=O)C1CSC(=O)C1)c1ccc(F)cc1)NCc1ccc2c(c1)OCO2 (stereo unspecified)
  i	0.8	0.1%	-12.9	741
COc1ccc(OCC(=O)NNC(=S)NC(=O)C2CCCCC2)cc1
  i	1.0	0.2%	-4.7	683
CCOC(=O)CN1C(=O)S/C(=C\c2ccc(-c3ccc(C(=O)O)c(Cl)c3)o2)C1=O
  i	1.0	-0.1%	-20.3	802
Cc1ccnc(N2CCCC(C(=O)Nc3ccc(C)c(C)c3)C2)n1 (stereo unspecified)
  i	0.4	0.0%	-12.1	822
COc1ccc2sc(NCc3ccccc3)nc2c1
  i	0.4	0.4%	-14.9	765
Cc1ccc(S(=O)(=O)N(CC(=O)Nc2cccnc2)c2cccc([N+](=O)[O-])c2)cc1
  u	x	0.0%	-17.5	677
Cc1ccccc1-c1cccc(CN2CCN(C)C(CCO)C2)c1 (stereo unspecified)
  i	0.1	1.1%	6.0	811
O=C(/C=C/c1ccc(Cl)cc1)N1CCOCC1
  i	0.5	-2.2%	-1.4	826
CC(Cc1ccccn1)NC(=O)c1ccc(OC2CCN(Cc3ccccn3)CC2)cc1 (stereo unspecified)
  i	4.1	1.3%[50 µM]	1.2	848
Cn1c(=O)n(CC(=O)O)c(=O)c2c1nc1n2CCCN1Cc1ccccc1
  i	0.3	-0.1%	-0.3	825
COc1ccc(NS(=O)(=O)c2ccc(-c3coc(C)n3)cc2)c(OC)c1
  i	2.4	-0.1%	7.3	741
CCc1cc2cc3c(cc2nc1SCC(=O)Nc1c[nH]c(=O)[nH]c1=O)OCO3
  i	0.2	0.0%	-10.0	808
COC1=C/C(=C/c2c(N)n3nc(CC(=O)N4CCCC4)sc3nc2=O)C=CC1=O
  i	0.4	0.2%	-1.3	761

# Next part (two carried over from the part before).
# Results follow in this order: Myeloid diff MLP	Myeloid diff MLP GFP+ MAC1+ %	UTI89 phage lysis	Hep lipid drop	Hep lipid drop cells 6.5 µM
CCc1cc2cc3c(cc2nc1SCC(=O)Nc1c[nH]c(=O)[nH]c1=O)OCO3
  i	0.2	0.0%	-10.0	808
COC1=C/C(=C/c2c(N)n3nc(CC(=O)N4CCCC4)sc3nc2=O)C=CC1=O
  i	0.4	0.2%	-1.3	761
CN(Cc1ccccc1)C(=O)CCC1CCN(C(=O)c2ccccc2C(F)(F)F)CC1
  i	3.5	0.1%	-19.1	663
CN(Cc1ccc(F)cc1)Cc1nc(-c2ccccc2)no1
  i	0.6	0.0%	-11.5	794
O=C1C2CCCCN2C(=O)N1CCCCN1CCN(c2ccc(F)cc2)CC1 (stereo unspecified)
  i	0.4	0.0%	-3.0	836
COc1ccc(NC(=O)Nc2cccs2)cn1
  i	0.8	-0.7%[50 µM]	-15.2	715
Cc1ccc(CNC(=O)CN(C(=O)C2(C)CC(=O)N=C3C=CC=CN32)c2ccccc2F)cc1 (stereo unspecified)
  i	0.5	0.4%	-35.7	721
Cc1ccccc1-c1nc(CS(=O)(=O)CC(=O)NCc2ccc(F)cc2)c(C)o1
  i	4.6	2.2%	-1.2	715
Cc1nnc2c(NCCC(C)C)nc3ccccc3n12
  i	0.3	1.8%[50 µM]	-10.6	823
COc1ccc(-c2nn(-c3ccccc3)cc2/C=C2/SC(=S)N(CCC(=O)O)C2=O)cc1
  i	0.4	-1.3%[50 µM]	8.6	778
Brc1ccc(-c2nc(-c3ccncc3)no2)cc1
  i	0.4	0.2%	13.7	726
COC(=O)c1ccc(/C=C2/C(=O)Oc3ccccc32)cc1
  i	0.0	0.2%	-0.2	872
COCc1nnc(NC(=O)CS(=O)(=O)c2ccc(C)cc2)s1
  i	0.3	-0.1%	0.3	798
CC1=C(C(=O)OCc2ccccc2)C(c2ccccc2)NC(=O)N1 (stereo unspecified)
  i	0.4	-0.7%	-0.2	822
COc1cccc(CN2CCN(Cc3ccc4cccc(F)c4n3)CC2CCO)c1 (stereo unspecified)
  i	0.4	-0.7%	-8.5	773
CSc1ncc(Cl)c(C(=O)Nc2c(C)cccc2C)n1
  i	1.1	-0.1%	-0.7	767
CCCN(CCC)CCCNC(=O)Cn1cnc2sc(C)c(S(=O)(=O)N3CCC(C)CC3)c2c1=O
  i	0.8	0.5%	24.9	759
O=c1[nH]c(C2CCN(S(=O)(=O)/C=C/c3ccccc3)CC2)nc2c1nnn2Cc1ccc(F)cc1
  i	0.2	-0.1%	-4.8	789
Cc1c(OC(C)C(=O)NCCCN2CCOCC2)ccc2c3c(c(=O)oc12)CCC3 (stereo unspecified)
  i	0.3	-0.3%	-0.8	753
COc1ccc(C)cc1N(CC(=O)NCCSCc1cccc(Cl)c1)S(C)(=O)=O
  i	0.7	-1.0%	-10.3	789
COc1ccc(-c2cc(=O)oc3cc(OCC(=O)NCCCn4ccnc4)ccc23)cc1
  i	3.2	3.8%	2.5	821
Nc1ccc2nc(SCC(=O)c3ccccc3)sc2c1
  i	0.3	0.6%	-4.9	822
COc1ccc(NC(=O)/C(C#N)=C/c2ccc(OCCN3CCOCC3)c(OC)c2)c(OC)c1
  i	0.6	3.9%[50 µM]	-2.4	787
COc1ccc(C)cc1NC(=O)CSc1ccc(-c2sc(C)nc2C)nn1
  i	0.4	0.9%[50 µM]	24.7	925
Cc1ccc(S(=O)(=O)c2cc3c(=O)n4ccccc4nc3n(C3CCCC3)c2=N)cc1
  i	2.7	0.0%	20.8	933
COc1ccc(NC(=O)CSc2nncn2C)cc1
  i	0.3	0.2%	1.8	856
CC(C)(C)NC(=O)C1CCN(S(=O)(=O)c2cccc3nsnc23)CC1
  i	1.3	0.5%	10.0	714
Cc1ccc(CNc2c(C=O)c(=O)[nH]c3ccccc23)cc1
  i	0.6	0.2%	-5.7	795
Cc1ccc(NS(=O)(=O)c2ccc3c(c2)NC(=O)CCS3)cc1F
  i	5.7	-0.1%	-2.6	677
Cc1cc(C)n(CCCNC(=O)CCNS(=O)(=O)c2ccccc2C(F)(F)F)n1
  i	1.8	-0.1%	0.3	730
NC(=O)C1CCN(Cc2ccc(OCc3ccccc3)cc2)CC1
  i	0.3	1.7%	20.8	829
COc1ccc(-c2cc(=O)oc3cc(OCC(=O)Nc4ccc(CCO)cc4)ccc23)cc1
  u	x	1.6%	-3.3	709

# Results follow in this order: Myeloid diff MLP	Myeloid diff MLP GFP+ MAC1+ %	UTI89 phage lysis	Hep lipid drop	Hep lipid drop cells 6.5 µM
Cc1[nH]c(=O)[nH]c(=O)c1S(=O)(=O)Nc1ccc(F)c(Cl)c1
  i	0.8	-0.8%[50 µM]	-6.4	807
O=C(CCNC(=O)C1CCN(S(=O)(=O)c2ccccc2)CC1)NC1CC1
  i	3.9	2.1%	5.7	716
NC(=O)CN(Cc1ccccc1)S(=O)(=O)c1ccc2c(c1)OCCO2
  i	4.0	0.0%	8.5	764
CC1(C)CC(=O)C=C(Nc2ccc(O)c(C(=O)O)c2)C1
  i	0.3	0.3%	7.1	785
CCCc1cc(=O)oc2c(C)c(OCC(=O)Nc3cccnc3)ccc12
  i	1.2	5.5%	-4.6	658
O=C(c1cc(F)ccc1F)N1CCC(N2CCC(C(=O)N3CCCC3)CC2)CC1
  +	6.6*	-0.2%	1.7	667
O=C(Cc1ccc(Br)cc1)NC1CCN(Cc2ccccc2)CC1
  i	1.5	0.5%	-5.3	844
Cc1cc(NC(=O)NC(=O)c2ccccc2F)no1
  i	1.0	0.0%	2.3	817
CC(C)C(NC(=O)c1ccco1)C(=O)OCC(=O)c1ccccc1 (stereo unspecified)
  i	2.1	0.5%	-22.6	560
CCC(c1nnc(SCC(=O)Nc2ccc(C(N)=O)cc2)n1Cc1ccccc1)N(C)C (stereo unspecified)
  i	5.4	0.0%	4.6	757
COc1ccc(S(=O)(=O)NCC2CCCN(Cc3cccc(C(C)=O)c3)C2)cc1 (stereo unspecified)
  i	0.8	0.3%	-11.5	757
Cc1cc(=O)oc2cc(OCC(=O)NCCCN3CCOCC3)c(Cl)cc12
  i	4.9	0.3%	-7.3	626
CCn1c(CCNC(=O)c2ccco2)nc2ccccc21
  i	0.7	0.1%	7.0	802
COC(=O)Cn1c(CN(C)Cc2ccccc2)nc2c1c(=O)n(C)c(=O)n2C
  i	0.7	0.3%	-7.0	792
O=C(COC(=O)CNC(=O)c1ccc(Cl)cc1)Nc1cccc(S(=O)(=O)N2CCCC2)c1
  i	0.3	-0.2%	-11.3	722
CSCC(C)N1CCC(n2nccc2NC(=O)c2ccc3c(c2)OCO3)CC1 (stereo unspecified)
  i	1.0	0.3%	-1.7	646
CCS(=O)(=O)N1Cc2ccccc2CC1C(=O)Nc1ccc(F)c(F)c1F (stereo unspecified)
  i	1.5	0.1%	-2.6	831
NC(=O)CC(NC(=O)Cc1ccc(Cl)cc1)c1ccc(NC2CCCCCCC2)c([N+](=O)[O-])c1 (stereo unspecified)
  i	1.1	-0.9%	8.7	760
CCOC(=O)C1CCN(C(=O)c2ccc3c(Cl)c4c(nc3c2)CCCC4)CC1
  i	0.4	-0.4%	-52.8	761
COc1ccc(-c2cc(C3CCNCC3)[nH]n2)cc1
  i	0.5	-0.1%	2.4	703
CCC(NC(=O)C1CCCC1)c1ccc(C)cc1 (stereo unspecified)
  i	0.4	0.0%	-5.7	793
CSCC(C)N1CCC(Oc2cccc(C(=O)NCc3ccccn3)c2)CC1 (stereo unspecified)
  i	1.5	1.0%[50 µM]	2.0	873
CN1CCN(S(=O)(=O)c2cccc(C(=O)NCCOc3ccccc3F)c2)CC1
  i	6.6	1.3%[50 µM]	0.4	799
Cc1c(/C=C2\NC(=O)NC2=O)c2ccccc2n1C
  i	1.0	-1.9%	2.5	826
O=C(CN1C(=O)CCSc2ccc(S(=O)(=O)N3CCCC3)cc21)NCc1ccccc1Cl
  i	0.8	0.3%	-3.6	697
O=C(Cn1cnc([N+](=O)[O-])c1)Nc1ccc(F)c(Cl)c1
  i	0.4	0.4%	-0.1	805
Cc1cc(C)cc(NC(=O)CSc2ccc(-c3ccccn3)nn2)c1
  i	0.4	-0.3%	0.2	630
CN(Cc1ccccc1)c1nc2c(c(=O)[nH]c(=O)n2C)n1Cc1ccccc1F
  i	1.2	0.2%	-12.1	787
Cc1cc(C)cc(NC(=O)Cn2nnc(C(=O)NCc3cccs3)c2N)c1
  u	x	-0.3%	-17.1	679
O=C(NN1CCOCC1)c1cccc(Cl)c1
  i	1.9	-0.7%[50 µM]	-7.5	795

# Screening data (PubChem BioAssay)
